High-throughput results deposited in PubChem by National Center for Advancing Translational Sciences (NCATS).
CRE-bla Fsk = Cell signaling CRE-BLA (Fsk stim); CHO CRE-bla reporter (cAMP response element driving beta-lactamase), forskolin EC10, beta-lactamase ratio; Potency, µM (highest dose often 38.2 µM), for the others: at the top dose activity change, negative = inhibition, most hits filed as activators; 2.5% of 71,000 active; active = well fitted activation curve with a large enough effect in the signal ratio, with a control signal flat, not every such curve was filed as active; inconclusive = small, poorly fitted or top-dose-only effect, or effect the other way, or a change in a side signal; the % refers to the signal ratio; note: potency is the fitted concentration of half-maximal effect; % of control where 0% means no effect
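Cells were plated overnight at 37 °C, exposed to compound titrations plus EC10 NKH 477 for 3 h, then given CCF4 dye for 2 h at room temperature. Blue/green (460/530 nm) ratio was converted to %Activity and AC50 values calculated.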
HBB splicing = qHTS Assay for Modulators of Hemoglobin Beta Chain Splicing. HBB splicing reporter cell assay, activation; EGFP reporter with mutant IVS2-654 intron; response scale: normalised to 500 nM splice-correcting PNA. Potency, µM (series often up to 46.1 µM), without a hit: at the top dose activation, hits mostly activators. 0.06% of 65,000 active. AID 925, 2007; note: potency is the fitted concentration of half-maximal effect; 0% is about no effect
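Compounds were applied for 2 days to HeLa EGFP-654 cells, 500/well in Optimem with 2% FCS. The reporter's EGFP is disrupted by mis-splicing of beta-globin intron IVS2-654. Readout: summed well GFP fluorescence from 488 nm laser scanning; reference was 500 nM antisense […] 654 PNA.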
BRCT PPI green = qHTS Assay for Inhibitors of BRCT-Phosphoprotein Interaction (Green Fluorophore) | Breast cancer type 1 susceptibility protein (Homo sapiens), P38398 | BRCA1 BRCT-phosphopeptide binding, green fluorescence polarization | Potency, µM (titrated, usually from 76.9 µM), for inactives: at the top dose activity change, negative = inhibition, actives largely listed as inhibitors | 0.05% of 75,000 active | AID 875, 2007;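 note: potency is the fitted concentration of half-maximal effect; plate controls were peptide without protein for full effect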
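Compounds were incubated for 12 min at room temperature with a complex of 100 nM fluorescein-tagged pBACH1 decapeptide and 250 nM His-tagged BRCT protein. Buffer was phosphate pH 7.3 with EDTA, DTT and Tween 20. Disruption of binding lowers the polarization signal.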
DNA Pol III inh = qHTS Assay for Inhibitors of DNA Polymerase III Holoenzyme System; AID 603, 2007; Potency, µM (series often up to 57.1 µM), for inactives: at the top dose activity change, negative = inhibition; reconstituted DNA polymerase III holoenzyme replication, biochemical; 0.25% of 71,000 active; note: potency is the fitted concentration of half-maximal effect; % is set by controls: 0 for no effect and ±100 for the full control effect
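Reconstituted *E. coli* holoenzyme (0.35 nM Pol III, 1 nM beta, 154 nM SSB, 2 nM primase) was preincubated with compound for 15 min at RT. Synthesis on 1.4 nM ssM13Gori ran 35 min, then was stopped with PicoGreen/EDTA and read as dsDNA fluorescence.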
UbGFP stabilizer = Ubiquitin-GFP Assay | Ubiquitin-GFP reporter cells, proteasome inhibition, GFP fluorescence; response scale: untreated = 0%, 10 µM MG-132 = 100% | Potency, µM (highest dose often 45.9 µM), for the others: at the top dose activation (GFP accumulation), usual class: activators | 67,000 tested, under 10 active; active = well fitted activation curve with a large enough effect, not every such curve was filed as active; inconclusive = small, poorly fitted or top-dose-only effect, or another doubt; inactive = no such curve, though single readings can be large or run the other way; note: potency is the fitted concentration of half-maximal effect
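U2OS cells expressing ubiquitin(G76V)-GFP, seeded overnight in 0.5% FBS medium, then treated 4 hr at 37 C across 46 uM to 2.9 nM. GFP-positive cells counted by laser cytometry (488 ex/515 em); %activity scaled between basal and 10 uM MG-132.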
HADH2 inhib = qHTS Assay for Inhibitors of HADH2 (Hydroxyacyl-Coenzyme A Dehydrogenase, Type II) | Potency, µM (titrated, usually from 57.1 µM), without a hit: top-dose activity change, negative = inhibition, hits mostly inhibitors | 3.4% of 73,000 active | recombinant HADH2, NADH fluorescence, beta-hydroxybutyryl-CoA | 3-hydroxyacyl-CoA dehydrogenase type-2 (Homo sapiens), Q99714; note: potency is the fitted concentration of half-maximal effect; % is set by controls: 0 for no effect and ±100 for the full control effect; nearly all actives have a fitted effect of over 60% in size; many of its hits are not listed in these tables
Target sequence (Q99714 whole entry, looked up, one chain of several): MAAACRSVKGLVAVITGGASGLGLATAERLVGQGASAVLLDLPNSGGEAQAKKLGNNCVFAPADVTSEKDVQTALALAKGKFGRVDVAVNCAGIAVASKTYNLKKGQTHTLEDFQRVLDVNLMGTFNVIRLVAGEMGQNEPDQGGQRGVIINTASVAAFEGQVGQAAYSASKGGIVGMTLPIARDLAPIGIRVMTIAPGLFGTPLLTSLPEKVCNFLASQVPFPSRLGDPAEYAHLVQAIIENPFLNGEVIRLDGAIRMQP
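20 nM HADH2 + cpd, 15 min RT; add 1 mM NAD+/90 uM beta-hydroxybutyryl-CoA; kinetic fluorescence 360/450 nm, 4 min. Tris-HCl pH 9.0, 0.01% Tween-20.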
BRCT inh red = qHTS Assay for Inhibitors of BRCT-Phosphoprotein Interaction (Red Fluorophore) | Breast cancer type 1 susceptibility protein (Homo sapiens), P38398 | BRCT-phosphopeptide binding, red fluorescence polarization | Potency, µM (series often up to 76.9 µM), inactives show at the highest dose activity change, negative = inhibition, most hits filed as inhibitors | 0.03% of 75,000 active | AID 892, 2007; note: % is set by controls: 0 for no effect and ±100 for the full control effect
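Rhodamine-labelled pBACH1 10-mer (100 nM) bound to BRCT domain (100 nM) at pH 7.3; compounds incubated 12 min room temperature, polarization read. Free peptide defines full inhibition; unlabelled decapeptide titrated as control.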
USP2a inh = qHTS Assay for Inhibitors of Ubiquitin-specific Protease USP2a | Ubiquitin carboxyl-terminal hydrolase 2 (Homo sapiens), O75604 | USP2a enzymatic assay, qHTS inhibition | Potency, µM (titrated, usually from 38.3 µM), inactives show at the top dose activity change, negative = inhibition, usual class: inhibitors | 0.1% of 60,000 active;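 note: potency is the fitted concentration of half-maximal effect; nearly all actives have a fitted effect of over 60% in size; plate controls were DMSO for no effect and NEM full inhibition control for full effect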
Target sequence (O75604 whole entry, looked up): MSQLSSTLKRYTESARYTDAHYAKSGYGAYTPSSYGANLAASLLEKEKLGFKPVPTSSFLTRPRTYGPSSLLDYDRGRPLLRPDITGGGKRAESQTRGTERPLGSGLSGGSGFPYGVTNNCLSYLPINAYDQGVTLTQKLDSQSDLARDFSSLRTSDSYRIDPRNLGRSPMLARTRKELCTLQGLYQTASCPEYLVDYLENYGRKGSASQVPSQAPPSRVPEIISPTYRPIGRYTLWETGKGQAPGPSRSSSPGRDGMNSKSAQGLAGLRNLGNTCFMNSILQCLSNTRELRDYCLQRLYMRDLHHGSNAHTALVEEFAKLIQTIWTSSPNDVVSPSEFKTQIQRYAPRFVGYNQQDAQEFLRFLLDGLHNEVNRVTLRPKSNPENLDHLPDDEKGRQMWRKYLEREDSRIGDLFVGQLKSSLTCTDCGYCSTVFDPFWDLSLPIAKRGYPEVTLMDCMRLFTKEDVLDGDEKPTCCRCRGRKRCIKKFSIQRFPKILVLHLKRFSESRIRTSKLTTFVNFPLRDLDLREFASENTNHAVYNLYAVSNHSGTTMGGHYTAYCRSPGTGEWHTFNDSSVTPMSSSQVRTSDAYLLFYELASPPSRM
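USP2 core (20nM final) preincubated 30 min RT with compound, then Ub-PLA2 20nM and NBD C6-HPC 20uM final added; buffer 20mM Tris-HCl pH 8.0, 2mM CaCl2. Fluorescence Ex 460/Em 535 read at 0 and 2.5 h; normalized to NEM.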
ALOX15 inhib = qHTS Assay for Inhibitors of 15-hLO (15-human lipoxygenase) | Polyunsaturated fatty acid lipoxygenase ALOX15 (Homo sapiens), P16050 | purified 15hLO-1, xylenol orange hydroperoxide absorbance | Potency, µM (series often up to 57.1 µM), for inactives: at the highest dose activity change, negative = inhibition, usual class: inhibitors | 1.4% of 74,000 active; note: potency is the fitted concentration of half-maximal effect; % is set by controls: 0 for no effect and ±100 for the full control effect; nearly all actives have a fitted effect of over 55% in size
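Hydroperoxide formed from arachidonic acid (50 uM) by purified human 15hLO-1 (40 nM) oxidizes ferrous iron, and the ferric-xylenol orange complex is read at 573 versus 405 nm. Compounds were preincubated 15 min; reaction ran 6 min at room temperature.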
Epigenetic mod = qHTS Assay for Epigenetic Modulators; mouse C127i GFP locus derepression, cytometry, 30 h; Potency, µM (series often up to 46.1 µM), without a hit: at the highest dose GFP derepression (activation); 0.09% of 68,000 active; AID 597, 2007; note: % of control where 0% means no effect
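Murine C127i mammary cells carrying a silenced, stably integrated CMV-driven GFP reporter were treated with compound for 30 hours at 37 C. After PBS washes, GFP-positive cells were counted by laser-scanning microplate cytometry.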
Hsp90 Hop PPI = qHTS Assay for Disrupters of an Hsp90 Co-Chaperone Interaction; Potency, µM (doses to about 57 µM), without a hit: top-dose activity change, negative = inhibition; AID 595, 2007; Hsp90 C-terminal peptide / TPR2A (Hop) interaction, human; AlphaScreen TPR2A-His6 binding biotin-Hsp90 C-terminal peptide; 0.44% of 71,000 active; active = well fitted curve in either direction with a large enough effect; inconclusive = small, poorly fitted or top-dose-only effect, or another doubt; note: potency is the fitted concentration of half-maximal effect; % is set by controls: 0 for no effect and ±100 for the full control effect; many of its hits are not listed in these tables
The depositor's hits bear a star; ? = inconclusive; nt = not tested or not shown; & = joins results of further samples; [ ] = another dose, or the depositor's remark. Unless noted, calls come from the whole dose curve; as a rule, active = well fitted curve in the direction sought with a large enough effect; inconclusive = small, poorly fitted or top-dose-only effect, or another doubt; inactive = no such curve, though single readings can be large; an effect the other way counts as inactive or inconclusive. These rows are one share of the data, so the mix of outcomes need not match the whole.

SMILES	CRE-bla Fsk	HBB splicing	BRCT PPI green	DNA Pol III inh	UbGFP stabilizer	HADH2 inhib	BRCT inh red	USP2a inh	ALOX15 inhib	Epigenetic mod	Hsp90 Hop PPI
C=CC[C@@H]1C=C[C@@H](O/N=C2/C[C@@H](O)[C@@H](O)[C@@H]3[C@@H]4C(=O)N(CC)C(=O)[C@H]4CC[C@@H]23)[C@@H](CO)O1	nt	2.7%[9.22 µM]	-0.7%[15.4 µM]	nt	nt	-11%[11.4 µM]	-2.2%[15.4 µM]	nt	11%[11.4 µM]	nt	nt
CCN(CC)CCNC(=O)c1cc(S(C)(=O)=O)ccc1OC	5%[17.1 µM]	-0.1%[20.6 µM]	-1.0%[3.08 µM]	-9%[25.6 µM]	-4%[20.5 µM]	15%[25.6 µM]	-0.7%	-10%	4%	-2%[20.6 µM]	-3%[26 µM]
CCC(C)(C)NC(=O)C(c1ccc(F)cc1)N(Cc1ccco1)C(=O)CCC(=O)Nc1ccccn1 (configuration not stated)	-10%	nt	0.9%	-3%	-1%	12%	-0.1%	31%[activator]	10%	1%	-18%
CC1CCN(S(=O)(=O)c2ccc(F)c(C(=O)O)c2)CC1	9%	-1.8%	-4.4%	-3%	5%	-1%	-0.3%	0%	2%	0%	-3%
Cc1ccc(OCC(=O)Nc2ccc(O)c(-c3nc4ccccc4o3)c2)cc1	6%	-1.5%	-2.2%	-6%	-4%	?	0.2%	7%	5%	2%	-2%
CCCc1[nH]nc2c1C(/C(C)=C/c1ccccc1)C(C#N)=C(N)O2 (configuration not stated)	4%	0.4%	-1.9%	-2%	9%	-11%	-1.2%	11%	-21%	0%	-1%
CC(=O)c1ccc(-n2nnnc2SCC(=O)N2CCN(C(=O)c3ccco3)CC2)cc1	-4%	-0.2%[57.5 µM]	0.3%	0%	-1%	-4%	-1.8%	9%	0%	-2%	1%
CCC(C)NC(=O)CC1Oc2ccc(Cl)cc2NC1=O (configuration not stated)	0%	0.2%	-0.4%	3%	-11%	?	-2.8%	nt	-10%	5%	1%
CCCc1nnc(NC(=O)C(C)N2C(=O)C3C4C=CC(C4)C3C2=O)s1 (configuration not stated)	?	0.6%	-2.7%	-6%	-7%	3%	-3.4%	0%	24%	-2%	-6%
O=C(c1ccc2c(c1)OCCO2)N1CCCCC1	0%&0%	0.6%[9.22 µM]	-1.3%	0%&-7%	-9%&0%	7%&-18%	-1.0%	-7%	8%	2%&-5%	-3%&-7%
COc1ccccc1Nc1nc(NCCO)c2ccccc2n1	6%	0.0%[57.5 µM]	0.6%	-4%	-2%	3%	1.0%	nt	8%	2%	-1%
Cc1ccc2nc(C3CCN(C(=O)NCc4ccccc4)CC3)[nH]c2c1	3%	nt	-3.3%	-2%	1%	-8%	-4.3%	40%[activator]	5%	2%	1%
COc1ccc(CCNC(=O)c2nn(C)cc2Cl)cc1	-9%	-0.4%	-8.1%	-5%	-4%	-1%	-2.4%	-4%	2%	8%	-2%
CC(/C=C/c1ccc(Cl)o1)=C\C(=O)O	20%	-3.0%[0.369 µM]	-0.4%	0%	1%	?	1.5%	-11%	-3%	2%	-5%
CC12CCC(c3c(C(=O)Nc4nccs4)nn(-c4ccccc4)c31)C2(C)C (configuration not stated)	?	-0.2%[57.5 µM]	-0.7%	-5%	-2%	-8%	-0.5%	13%	8%	2%	8%
O=C(c1ccc(-c2ccccc2)cc1)N1CCN(C(=O)c2ccco2)CC1	-9%	-1.8%	-1.3%	-2%	0%	6%	-1.3%	18%	5%	8%	-1%
O=C(NCc1cccnc1)C1c2ccccc2C(=O)N1Cc1ccco1 (configuration not stated)	-4%	0.2%	-0.1%	-1%	0%	-2%	-0.9%	-2%	-4%	1%	-5%
CCOC(=O)c1cccc(NC(=O)CCc2c(C)nc3ncnn3c2C)c1	?	0.1%	0.1%	0%	2%	-4%	-1.8%	10%	23%	-2%	0%
CCN1CCN(S(=O)(=O)c2ccc(S(=O)(=O)N(CC)Cc3ccccc3)cc2)CC1	4%	-0.3%[57.5 µM]	-1.1%	-2%	-1%	-1%	0.6%	nt	6%	0%	-1%
CCCn1c(SCC(=O)c2ccc3c(c2)OCCO3)nnc1C(C)C	-6%	-0.7%	-1.0%	-3%	-1%	?	1.3%	7%	-11%	-1%	0%
c1csc(-c2nc3ccccc3[nH]2)c1	7%	-1.1%	-1.5%	-2%	-4%	25µM*	0.3%	5%	-16%	2%	-2%
Cc1cccc(OCCCC(=O)Nc2ccc(S(=O)(=O)Nc3onc(C)c3C)cc2)c1C	-13%	-1.1%	-2.3%	-3%	1%	-22%	0.3%	13%	-4%	0%	-2%
Cn1nc(-c2ccc(C(=O)NCC3CCCO3)cc2)c2ccccc2c1=O (configuration not stated)	?	1.5%	0.5%	1%	5%	-14%	0.1%	5%	8%	-3%	-1%
O=C(NCCOC(=O)c1ccncc1)c1ccccc1	-1%	-0.2%[9.22 µM]	-2.1%	-3%	-10%	-6%	-0.8%	-2%	5%	0%	-2%
CCCCCCC1=Cc2cc(OC)c(OC)cc2C(C2(C(=O)OCC)CCCC2=O)O1 (configuration not stated)	nt	1.5%[9.22 µM]	-1.9%[15.4 µM]	nt	nt	7%[11.4 µM]	1.2%[15.4 µM]	nt	5%[11.4 µM]	nt	nt
Nc1cccc(C(=O)Nc2ccco2)c1	13%	nt	-2.1%	-4%	-2%	-2%	-1.4%	0%	1%	0%	-7%
COc1cccc(-c2ccc3ncnc(NCCc4c[nH]c5ccc(OC)cc45)c3c2)c1	2%	-0.1%	0.2%	-4%	-2%	-26%	0.5%	?	-2%	6%[9.22 µM]	-24%
CCC(c1nnnn1Cc1ccco1)N(CCc1ccccc1)Cc1cc2ccc(OC)cc2[nH]c1=O (configuration not stated)	?	nt	1.9%	-1%	2%	-10%	1.0%	32%[activator]	-19%	0%	-10%
Cc1cc(Nc2ccccc2)nn1C(=O)c1ccccc1	-3%	11%	2.4%	1%	-6%	-11%	0.9%	-7%	?	2%	13%
O=c1oc2c(CN3CCOCC3)c(O)c(Cl)cc2c2c1CCC2	?	1.9%[0.369 µM]	-1.6%	-4%	nt	296%[activator]	1.0%	8%	0%	-2%	1%
O=C(NCC1CC1)[C@H]1C[C@@H]1[C@H](NP(=O)(c1ccccc1)c1ccccc1)c1ccccc1	?	2.0%	-1.2%	-2%	nt	0%	-1.4%	nt	nt	nt	-5%
CCCOc1ccccc1C1C(C(=O)OC)=CN(C(C)C)C=C1C(=O)OC	?	-0.3%	2.0%	5%	0%	32µM*	-2.4%	0%	0%	-3%	?
O=C(CCn1c(SCC(=O)NCc2ccco2)nc2ccccc2c1=O)NCCc1ccccc1	?	1.2%	-1.1%	3%	16%	5%	0.2%	28%	-13%	-3%	-3%
COc1cccc(OCC(O)CN2C(C)CCCC2C)c1 (configuration not stated)	1%	0.5%	-1.4%	1%	-1%	10%	0.3%	2%	-6%	4%	4%
CN(C)c1nc(-c2cccc(NS(C)(=O)=O)c2)nc2ccccc12	13µM*	-0.5%	0.8%	-5%	-2%	4%	-2.4%	55%[activator]	-2%	2%[9.22 µM]	-1%
